# Assay outcomes as filed in PubChem BioAssay.
# KOR beta-arrestin-1: KOR antagonists, beta-arrestin recruitment, cell-based, luminescence, uHTS (AID 1778); KOR beta-arrestin recruitment, luminescence, antagonist mode; higher % means a stronger effect; one-dose inhibition, % at 10 µM; IC50 in µM for titrated hits; 290,000 tested, 0.091% active; further: strong numbers were not always called active
# KOR beta-arrestin-2: KOR agonists, beta-arrestin recruitment, primary screen, cell-based, luminescence, uHTS (AID 1777). KOR beta-arrestin recruitment, luminescence; higher % means a stronger effect. activation, % at 10 µM; hits with a dose series show EC50 in µM. 280,000 tested, 0.02% active; in the data active means activation above about 50%, passing the limit was not always enough; further: a part of the inactive calls stands beside numbers as strong as those of hits
# NOD2 inhibition: inhibition of NOD2-driven NF-kB reporter – cell-based, luminescence, uHTS, HEK293 (AID 1566); HEK293 NOD2/NF-kB luciferase reporter, luminescence; higher % means a stronger effect; 290,000 tested, 0.63% active; inhibition, % at 4 µM; hits with a dose series show EC50 in µM; further: many of its hits are not listed in these tables
# T cell modulator: T cell immune modulation candidate. 2C CD8+ T cell-vesicle binding, flow cytometry; stronger effect = lower value. calls only at 7 µM. 330,000 tested, 0.068% active. AID 2052;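 active means response, share of CD8 T cells binding vesicles, and their 90th percentile fluorescence all below set limits, cut at about 80% in these data, passing the limit was not always enough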
#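 Read-out – percent CD8+ FL2 mean versus row control · System – murine 2C transgenic CD8+ T lymphocytes · Times – 1.5 h cell–vesicle binding at 37 °C, then 20 min icy labelling · Control set – naked vesicles low, QL9 vesicles with vehicle high · Detection – cytometric PE anti-B7-1 and Alexa647 anti-CD8 signals after 1% paraformaldehyde fixation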
# GPR55 antagonists: GPR55 antagonists blocking LPI-driven arrestin recruitment, primary screen, imaging, U2OS, beta-arrestin-GFP, LPI agonist (AID 2013); U2OS GPR55 beta-arrestin-GFP translocation imaging, LPI antagonism; higher % means a stronger effect; inhibition, % at 10 µM; hits with a dose series show IC50 in µM; 290,000 tested, 0.13% active;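 active means spots per cell inhibited over 60%, with over 100 cells counted and total cytoplasm intensity under 500,000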;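 further: U2OS cells stably carrying GPR55 and arrestin-GFP stimulated by 5 µM LPI near EC80; imaged beta-arrestin-GFP aggregate spots per cell after agonist stimulation; plate controls were LPI-stimulated DMSO wells for no effect and DMSO wells without LPI for full effect; some results filed as inactive read as strong as hits; confirmed hits need IC50 under 10 µM and bright autofluorescent wells are also inconclusive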
# GPR55 beta-arrestin: selective activators of receptor GPR55 – imaging, U2OS cells, beta-arrestin-GFP redistribution, primary screen (AID 1961) | U2OS GPR55 beta-arrestin-GFP redistribution imaging; higher % means a stronger effect | one-dose activation, % at 10 µM; EC50 in µM for titrated hits | 290,000 tested, 0.048% active;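 active means activation above 40% with more than 50 cells counted in the well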;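 further: U2OS osteosarcoma cells stably expressing GPR55 and beta-arrestin-GFP; plate controls were DMSO negative control for no effect and LPI positive control for full effect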
# Myeloid diff 2: compounds promoting myeloid differentiation. ER-HoxA9 myeloid progenitors, lysozyme-GFP differentiation, flow cytometry. calls only at 10 µM. 360,000 tested, 1% active. AID 624256;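 active means normalized GFP-positive differentiation at or above the plate's own cutoff, the solvent-only control mean plus 3 SD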;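 further: cells exposed to compound for four days before flow analysis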
# NOD1 inhibition: NOD1 signaling inhibitors, primary screen, cell-based, luminescence, uHTS (AID 1578) | NOD1-driven NF-kB luciferase reporter cells, luminescence; higher % means a stronger effect | one-dose inhibition, % at 4 µM; EC50 in µM for titrated hits | 290,000 tested, 1% active; in the data active means inhibition mostly above about 36%, no sharp cut-off; inactive means mostly below about 34%;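 further: HEK-293T reporter cells stimulated with the NOD1 agonist gamma-tri-DAP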
# NTR1 agonist: NTR1-driven beta-arrestin-GFP spot formation – imaging, U2OS cells, high content, primary screen (AID 493036); P30989; activation, % at 20 µM; agonist mode; 330,000 tested, 0.17% active;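 active means activation at or above 40% of the spot to cytoplasm intensity ratio, with at least 20 cells analyzed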;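 further: 0% = DMSO without peptide and 100% = 100 nM NTR1 peptide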
# Target sequence (P30989 whole entry, looked up): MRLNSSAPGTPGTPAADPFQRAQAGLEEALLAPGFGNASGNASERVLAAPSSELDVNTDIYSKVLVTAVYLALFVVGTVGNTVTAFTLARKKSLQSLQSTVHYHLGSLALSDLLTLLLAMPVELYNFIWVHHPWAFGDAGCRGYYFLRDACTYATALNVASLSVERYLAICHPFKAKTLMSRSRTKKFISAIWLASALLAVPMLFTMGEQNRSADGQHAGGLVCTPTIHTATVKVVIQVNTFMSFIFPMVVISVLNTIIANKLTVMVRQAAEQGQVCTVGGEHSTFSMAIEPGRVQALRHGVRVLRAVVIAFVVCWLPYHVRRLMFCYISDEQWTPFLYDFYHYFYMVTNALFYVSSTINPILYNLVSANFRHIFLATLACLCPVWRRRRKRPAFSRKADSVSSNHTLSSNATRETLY
# T cell modulator vesicle-bound %: second read-out of T cell modulator, no call of its own (marks repeat the call); double positive events, %; measured here: CD8+ vesicle-bound cell fraction;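 binding gate set so that unloaded-vesicle control wells show 10% double positive cells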
# NTR1 agonist cell count 20 µM: recorded beside NTR1 agonist, whose call it bears; cell count; measured here: cell count, cytotoxicity flag
# Myeloid diff 2 GFP+ MAC1+ %: recorded beside Myeloid diff 2, whose call it bears; GFP+ MAC1+ double positive, %; measured here: differentiation confirmed by MAC1 staining
# Numbers without * were called inactive; i = inactive; x = not tested or not shown; [ ] = another dose, or the depositor's remark. Unless noted, no stated cut-off is given here; in the data, active means inhibition above about 50%; inactive means the rest. The list is partial; the hit share may differ from the screen's.
SMILES,KOR beta-arrestin-1,KOR beta-arrestin-2,NOD2 inhibition,T cell modulator,T cell modulator vesicle-bound %,GPR55 antagonists,GPR55 beta-arrestin,Myeloid diff 2,Myeloid diff 2 GFP+ MAC1+ %,NOD1 inhibition,NTR1 agonist,NTR1 agonist cell count 20 µM
O=c1[nH]c2ccccc2n1Cc1ccc(Cl)cc1,2%,2.0%,7%,i,52,7%,-0.2%,i,0.7,14%,4.0,44
COc1ccc(CC(=O)Nc2ccc(N3CCN(c4ccc(OC)cc4)CC3)c(C#N)c2)cc1,-38%,12%,-1%,i,51,10%,-0.1%,i,0.2,-33%,1.2,69
COc1cc(/C=N/NC(=O)c2ccncc2)ccc1OC(=O)c1ccc([N+](=O)[O-])cc1,-4%,3.7%,-2%,i,20,x,0.0%,i,0.2,7%,-0.9,53
CCOCCCNC(=O)C1CCN(C(=O)Nc2ccc(Cl)cc2)CC1,12%,2.9%,-6%,i,46,0%,0.0%,i,1.2,-27%,1.2,62
O=C(CSc1ncccn1)NC1CCCc2ccccc21 (stereo unspecified),-15%,8.3%,-10%,i,45,-11%,-0.3%,i,0.6,7%,-0.5,57
Cc1ccc(S(=O)(=O)N2CCC(C(=O)OCC(=O)Nc3cc(S(C)(=O)=O)ccc3Cl)CC2)cc1C,21%,-2.9%,4%,i,23,13%,-0.1%,i,0.7,-20%,1.0,62
CC/C(=N\NC(=O)c1nnn(-c2nonc2N)c1-c1cccc(OC)c1)c1ccc(C)cc1,-26%,-5.7%,7%,i,33,7%,-0.1%,i,6.9,-14%,5.1,54
Cc1nnc(SCCn2c(N3CCCC(C)C3)nc3c2c(=O)n(C)c(=O)n3C)s1 (stereo unspecified),-14%,-3.3%,16%,i,35,10%,-0.1%,i,1.0,-15%,4.0,57
NC(=O)CSc1nc(-c2ccccc2)nc2ccccc12,-31%,-0.2%,5%,i,23,-8%,0.0%,i,0.6,-12%,3.6,49
COC(=O)C1=C(C)N(Cc2ccccc2)C(=O)/C1=C\c1ccco1,36%,-4.0%,14%,i,40,2%,-0.1%,i,0.5,4%,-0.4,42
O=C(Cc1ccc(NS(=O)(=O)c2ccc(F)cc2)cc1)NCc1ccccc1,-6%,-2.0%,15%,i,58,-4%,-0.1%,i,0.8,4%,1.1,51
COc1ccc(C(C)=O)cc1COC(=O)c1cnc(Cl)c(Cl)c1,33%,-0.1%,20%,i,27,-37%,-0.3%,i,0.3,-44%,9.6,50
CN(C)c1ccc(CNc2ncn[nH]2)cc1,-7%[20 µM],x,-16%,i,54,13%,-0.1%,i,0.5,-10%,-0.8,33
O=[N+]([O-])c1ccccc1Oc1cnc2ccccc2n1,4%,-0.3%,-12%,i,45,0%,-0.1%,i,0.4,-39%,0.9,80
C/C(N)=C(/C#N)C(=O)CSc1cc(C)c2cc(C)cc(C)c2n1,-71%[20 µM],-2.6%,8%,i,28,0%,-0.1%,i,0.6,-38%,15,60
O=C(NNS(=O)(=O)c1ccccc1[N+](=O)[O-])c1cc2ccccc2cc1O,-17%,-2.6%,4%,i,24,2%,-0.2%,i,1.6,-2%,-0.8,57
CC(C)NC(=O)NC(=O)CSc1nncn1C,3%,0.8%,0%,i,2,-11%,0.0%,i,5.1,-10%,0.2,79
COc1ccc(S(=O)(=O)Nc2cc(C)c(O)c(S(=O)(=O)c3ccccc3)c2)cc1,3%,-0.7%,6%,i,14,0%,-0.1%,i,1.0,-15%,-1.4,77
O=C(NCCOCC(F)(F)C(F)F)c1cc(F)c(F)cc1Cl,22%,-0.8%,1%,i,20,9%,0.2%,i,0.3,-12%,2.3,70
CCn1cc(C(=O)NCc2ccccn2)c(=O)c2cc(S(=O)(=O)N3CCCCC3)ccc21,-17%,-1.7%,12%,x,x,18%,-0.1%,x,x,20%,x,x
O=C(COC(=O)CCc1ccccc1)Nc1cc([N+](=O)[O-])ccc1F,11%,-1.0%,0%,i,16,3%,-0.2%,i,3.4,-36%,1.6,43
Cn1ccc(C(=O)Oc2ccc(C(=O)Nc3ccc(F)cc3F)cc2)n1,-46%,1.2%,-23%,i,26,0%,-0.5%,i,0.3,-6%,2.4,58
O=S(=O)(c1ccccc1)N1CCN(C2CCCCCCC2)CC1,7%,-0.1%,-22%,i,55,14%,-0.2%,i,1.0,-2%,0.5,48
O=C(Oc1c(CN2CCOCC2)cc(Cl)c2cccnc12)c1ccccc1Br,4%,1.4%,20%,i,17,-4%,-0.2%,i,0.1,-6%,5.8,53
CCCCCCN1C2=NCCCN2c2ccccc21,17%,2.4%,11%,i,32,19%,0.3%,i,0.5,-3%,-1.1,61
O=c1cc(CO)oc(C(Nc2ccccn2)c2ccc(C(F)(F)F)cc2)c1O (stereo unspecified),-29%,2.5%,8%,i,19,9%,-0.1%,i,0.6,10%,0.2,44
CCOC(=O)CSc1n[nH]c(=S)s1,-14%,1.4%,-15%,i,26,-3%,0.3%,i,0.5,7%,1.3,56
CCOC(=O)c1c(N)n(CCOC(=O)c2cccs2)c2nc3ccccc3nc12,-6%,-5.6%,-6%,i,48,-9%,-0.2%,i,9.3,16%,-1.3,54
CCCCOc1ccc(C(=O)Nn2cnnc2)cc1,-7%,-1.0%,5%,i,11,-8%,-0.2%,i,0.6,8%,0.4,68
COc1ccccc1Oc1cn[nH]c1-c1ccc(O)cc1O,1%,-3.6%,-16%,i,63,-5%,-0.1%,i,0.1,-2%,2.9,51
CCOc1ccc(NC(=O)CC2C(=O)N(c3cccc(OC)c3)C(=O)N2C(C)C)cc1 (stereo unspecified),-17%,1.7%,-6%,i,21,-1%,0.3%,i,2.5,-16%,-1.4,56
Cc1cc(Cc2cc(C)c(N)cc2C)c(C)cc1N,-71%[20 µM],6.7%,18%,i,36,-13%,0.2%,i,0.2,-2%,1.6,57
COC(=O)NN=C1CCC(c2ccccc2)CC1 (stereo unspecified),10%,-0.2%,1%,i,35,10%,-0.1%,i,4.3,-36%,0.4,44
O=C(c1cc(F)c(F)cc1Cl)N1CCCCC1,15%,0.1%,14%,i,42,-5%,-0.1%,i,0.4,1%,0.3,61
CCNC(=O)CP(=O)(c1ccccc1)c1ccccc1,22%,-6.0%,-3%,i,19,18%,0.0%,i,0.3,-4%,0.5,76
CC(C)(C)c1ccc(C(=O)NNC(=O)c2cccc(Br)c2)cc1,-4%,-3.1%,-16%,i,11,9%,-0.2%,i,0.5,-34%,10,50
Cn1nc(NC(=O)CC(C)(C)CC(=O)O)c2ccccc21,2%,6.0%,16%,i,26,-4%,0.0%,i,0.0,2%,0.2,38
CN1CCN(C2=C(Cl)C(=O)N(c3cccc(Cl)c3)C2=O)CC1,15%,-2.8%,14%,i,12,0%,0.1%,i,1.0,-42%,-1.6,80
CCCCCCCOc1ccc(OC(=O)c2cccnc2)cc1,-3%,-2.6%,-6%,i,31,6%,0.0%,i,5.5,-57%,1.0,49
CCS(=O)c1scc(-c2ccc(Cl)cc2)c1C#N (stereo unspecified),28%,-0.2%,-3%,i,30,-13%,0.3%,i,0.5,3%,-0.7,58
Cc1cc(CNC(=O)CC2C(=O)NCCN2CC(c2ccccc2)c2ccccc2)on1 (stereo unspecified),0%,2.0%,17%,i,21,-7%,0.3%,i,0.4,-19%,0.0,24
CCOc1cc(C(C(=O)NCC2CCCO2)N(C(=O)Cn2nnc3ccccc32)c2cccc(OC)c2)ccc1O (stereo unspecified),13%,-3.7%,10%,i,16,-8%,-0.2%,i,2.2,-18%,-1.8,39
Nc1nnc(CCC2CCCCC2)s1,15%,-2.4%,-3%,i,36,-2%,0.0%,i,2.0,-8%,-0.6,91
Cc1ccc(C)c(OCC(=O)Nc2ccc(C(=O)O)cc2NC(=O)COc2cc(C)ccc2C)c1,-1%,3.7%,19%,i,67,7%,-0.1%,i,1.0,1%,3.4,46
CCN(CC)P(=O)(Nc1ccc(C)cc1Br)c1ccc(N(C)C)cc1NC(=O)c1ccco1 (stereo unspecified),1%,-3.8%,-32%,i,27,4%,0.0%,i,0.9,-51%,5.4,31
CC1Cc2ccccc2N1C(=O)CSc1ncccc1C(=O)O (stereo unspecified),-5%,-2.5%,3%,i,34,7%,-0.1%,i,0.6,-27%,-1.1,46
COC(=O)CCN1CCC(C(N)=O)CC1,40%,-5.9%,-7%,i,18,18%,-0.3%,i,0.6,-19%,1.8,91
COc1ccc(NC(=O)COC(=O)CCCOc2ccc(Cl)cc2Cl)cc1Cl,0%,18%,-16%,i,34,5%,0.0%,i,0.3,-18%,-0.6,93
COc1ccc(S(=O)(=O)Cc2ccc(C(=O)NCc3ccccc3)o2)cc1,-9%,0.7%,14%,i,38,-1%,-0.1%,i,1.2,-15%,-1.0,64
N[C@@H](Cc1ccc(O)cc1)c1nnc([C@H](CC(=O)O)NC(=O)C2CCNCC2)o1,-12%,3.5%,9%,i,24,11%,-0.1%,i,2.2,-6%,-1.2,84

# Filtered by structure, those above with a thiophene ring, fused or not (2)
SMILES,KOR beta-arrestin-1,KOR beta-arrestin-2,NOD2 inhibition,T cell modulator,T cell modulator vesicle-bound %,GPR55 antagonists,GPR55 beta-arrestin,Myeloid diff 2,Myeloid diff 2 GFP+ MAC1+ %,NOD1 inhibition,NTR1 agonist,NTR1 agonist cell count 20 µM
CCOC(=O)c1c(N)n(CCOC(=O)c2cccs2)c2nc3ccccc3nc12,-6%,-5.6%,-6%,i,48,-9%,-0.2%,i,9.3,16%,-1.3,54
CCS(=O)c1scc(-c2ccc(Cl)cc2)c1C#N (stereo unspecified),28%,-0.2%,-3%,i,30,-13%,0.3%,i,0.5,3%,-0.7,58

# More entries
SMILES,KOR beta-arrestin-1,KOR beta-arrestin-2,NOD2 inhibition,T cell modulator,T cell modulator vesicle-bound %,GPR55 antagonists,GPR55 beta-arrestin,Myeloid diff 2,Myeloid diff 2 GFP+ MAC1+ %,NOD1 inhibition,NTR1 agonist,NTR1 agonist cell count 20 µM
COc1ccc2c(c1OC)C(=O)N1c3ccccc3SC21 (stereo unspecified),-12%,-1.5%,-120%,i,53,12%,-0.1%,i,0.7,-105%,-1.3,47
COC(=O)c1ccc(NC(=O)CSc2ccccc2)cc1,-5%,3.2%,-45%,i,17,-2%,-0.2%,i,0.5,-43%,1.2,43
CC(=O)Nc1ccc(OCC(=O)c2ccc(C)cc2C)cc1,-13%,6.5%,2%,i,57,-2%,-0.1%,i,0.9,-17%,0.3,39
O=C(NCc1cn2ccsc2n1)Nc1cccc(Cl)c1,-3%,-5.0%,12%,i,10,2%,-0.2%,i,0.6,-25%,-0.8,40
